hiPSC survival – increases survival of single human iPS cells; hit rate 0.044% among 360,000; hiPSC single-cell survival, ATPlite luminescence; 100% = ROCK inhibitor wells, 0% = DMSO; survival enhancement, % at 20 µM; AID 602274; in the data active means survival enhancement above about 18%;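 further: cells exposed to compounds for 16 hours before the ATP read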
MC4R antag cAMP – antagonists of human melanocortin 4 receptor (MC4R) | P32245 | MC4R-expressing cells, MTII-stimulated cAMP, LANCE TR-FRET | inhibition, % at 6.5 µM | hit rate 0.48% among 360,000 | AID 540295;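 active means inhibition above its plate's cutoff, the mean of tested wells on that plate plus 3 SD, cut at about 29% in these data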;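 further: 0% = Melanotan II alone and 100% = Melanotan II plus saturating MCL0020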
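System: U2OS cells stably expressing human melanocortin 4 receptor (MC4R). Reagent: Melanotan II challenge after compound preincubation. Doses: 6.5 µM. Times: 30-min compound, 1-h challenge, 1-h detection, room temperature. Measured by: TR-FRET with Eu-cAMP and labeled anti-cAMP, 671 nm. Replicates: singlicate.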
Granule exo inh – lytic granule exocytosis inhibition | AID 651702 | TALL-104 LAMP-1 surface exposure, flow cytometry; cells stimulated with thapsigargin and PMA | hit rate 0.66% among 360,000 | inhibition, % at 10 µM;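 active means inhibition above about 55%, limit read from the data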
N-glyco inh – blocks N-linked glycosylation in D54 reporter cells; D54 ERlucT glycosylation luciferase reporter, 24 h; percent of 100 nM tunicamycin response; reporter increase, % at 12.5 µM; hit rate 0.23% among 360,000; AID 588692;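 active means mean luciferase reporter signal, scaled so untreated is 0 and the glycosylation-blocking control 100, at or above a set limit in every replicate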;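 further: luciferase carries N-glycosylation sites so blocking glycosylation raises the light; 0% = median of neutral control wells and 100% = median of 100 nM tunicamycin wells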
MC4R ag barr – human MC4R agonism via beta-arrestin; P32245; U2OS MC4R beta-arrestin complementation, luminescence; percent of melanotan II response, DMSO zero; activation, % at 8.9 µM; hit rate 0.98% among 360,000; AID 540308;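 active means activation above a per-plate cutoff, the mean activation of sample wells on that plate plus 3 SD, cut at about 8% in these data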
ABCB6 inh 2 – blocks the human ABCB6 transporter | Q9NP58 | K562-ABCB6 porphyrin accumulation, flow cytometry, 1 h; stronger effect = lower value | fluorescence ratio to DMSO, % at 10 µM | hit rate 0.19% among 360,000;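 active means fluorescence ratio to DMSO below 75%, the collection mean minus 3 SD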;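 further: signal is porphyrin accumulated inside mitochondria; 100% equals median channel fluorescence of DMSO control wells; lower ratio means ABCB6 inhibition with less porphyrin fluorescence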
aDG glyco up – alpha-DG glycosylation activation | AID 624168 | activation, % at 10 µM | hit rate 0.22% among 360,000 | Pro5-aDG cells, alpha-DG glycosylation AlphaScreen (IIH6); 0% Pro5, 100% B10-LARGE cell signal;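 active means activation of at least 8% versus controls, or a plate z-score of at least 8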;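 further: Pro5 are CHO cells carrying HIG-tagged alpha-DG that lacks glycosylation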
m5-HT2A agonist – agonists of mouse serotonin 5-HT2A receptor (HTR2A); CHO-K1 mHTR2A beta-arrestin complementation, luminescence; percent of 30 µM serotonin response; P35363; hit rate 0.66% among 360,000; activation, % at 7.6 µM;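 active means activation above a run cutoff, the mean activation of all tested compounds plus 3 SD, cut at about 14% in these data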;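 further: 0% = plate median of compound wells and 100% = 30 µM serotonin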
Cardio protect – myocardial damage modulation in H9c2 cells; H9c2 cardiomyocytes, H2O2 injury protection, ATPLite, 2 h; protection from H2O2 cell death, % at 20 µM; hit rate 0.63% among 360,000; AID 588492;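 active means compounds giving at least 50% protection of heart cells from peroxide-induced death in the single-dose screen, raw or plate-pattern-corrected value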;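 further: 0% = DMSO wells with peroxide and 100% = DMSO wells without peroxide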
ABHD5 PLIN5 PPI – inhibitors of human ABHD5-perilipin-5 interaction; Q00G26+Q8WTS1; Split G. princeps luciferase complementation, luminescence, 4 h; inhibition, % at 4 µM; hit rate 0.78% among 360,000; AID 602281;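 active means inhibition above the mean inhibition across every tested compound plus 3 SD, cut at about 22% in these data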;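 further: 0% = DMSO only wells and the 100% control is not disclosed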
Target sequence (Q00G26 whole entry, looked up): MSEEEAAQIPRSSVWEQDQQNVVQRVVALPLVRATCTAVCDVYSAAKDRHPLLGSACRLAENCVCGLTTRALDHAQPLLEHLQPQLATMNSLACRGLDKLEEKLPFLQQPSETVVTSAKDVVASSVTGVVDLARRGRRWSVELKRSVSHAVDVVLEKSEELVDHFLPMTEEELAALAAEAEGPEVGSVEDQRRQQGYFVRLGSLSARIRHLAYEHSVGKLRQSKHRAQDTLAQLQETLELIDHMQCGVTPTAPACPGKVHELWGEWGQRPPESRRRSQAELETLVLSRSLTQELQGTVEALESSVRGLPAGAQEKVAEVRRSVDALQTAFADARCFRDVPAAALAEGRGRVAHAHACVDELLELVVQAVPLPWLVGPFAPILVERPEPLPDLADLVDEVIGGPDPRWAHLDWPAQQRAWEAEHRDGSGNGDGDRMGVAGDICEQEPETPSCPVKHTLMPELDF
Target sequence (Q8WTS1 whole entry, looked up): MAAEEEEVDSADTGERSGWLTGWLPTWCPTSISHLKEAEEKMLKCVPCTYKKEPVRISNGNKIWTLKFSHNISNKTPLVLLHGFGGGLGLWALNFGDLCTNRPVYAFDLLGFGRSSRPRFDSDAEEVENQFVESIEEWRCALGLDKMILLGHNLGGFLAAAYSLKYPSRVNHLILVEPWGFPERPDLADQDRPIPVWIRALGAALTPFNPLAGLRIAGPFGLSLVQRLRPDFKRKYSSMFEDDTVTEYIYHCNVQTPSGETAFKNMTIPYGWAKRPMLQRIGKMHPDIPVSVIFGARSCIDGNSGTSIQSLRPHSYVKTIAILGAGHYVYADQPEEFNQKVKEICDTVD
* marks the source's active call; other numbers are inactive results; nt = no result given; & = joins results of further samples.

SMILES	hiPSC survival	MC4R antag cAMP	Granule exo inh	N-glyco inh	MC4R ag barr	ABCB6 inh 2	aDG glyco up	m5-HT2A agonist	Cardio protect	ABHD5 PLIN5 PPI
C[C@H]1CCC[C@]2(CC(=O)c3cc(F)ccc3O2)C1	-1.5	9	-7	1	-1.6	99	-0.2	6	6	8
COc1cc(NC(=O)c2c(OC)cccc2OC)ccc1NC(=O)c1cc2ccccc2o1	-0.8	6	-10	4	0.2	91	-0.2	1	54*	4
Cc1ccc2oc(C(=O)Nc3nnc(CC(C)C)s3)c(C)c2c1	0.6	-4	2	0	-2.0	101	0.0	3	-4	-6
CC1CN(C(=O)CCc2ccccc2)C(C)CN1C(=O)CCc1ccccc1 (stereo not drawn)	-1.9	-2	-1	-6	-1.0	104	0.4	1	-4	1
Cc1ccc(C)c(OCC(=O)N2CCN(C(=O)c3ccco3)CC2)c1	0.3	9	-4	2	-0.4	100	0.0	-3	0	-8
CS(=O)(=O)c1cccc(NC(=O)C2CC2)c1	1.5	7	4	4	0.5	99	0.0	3	5	-3
CCCCC(=O)NC(c1ccc(OC)c(OC)c1)c1c(O)ccc2ccccc12 (stereo not drawn)	-2.3	7	0	-2	-0.4	96	0.0	0	-3	6
O=C1CC(N2CCN(Cc3ccccc3)CC2)C(=O)N1CCc1ccccc1 (stereo not drawn)	-1.2	2	0	-1	0.9	95	0.0	-4	-4	7
COc1ccc(S(=O)(=O)N2CCN(CC(=O)Nc3cc(OC)cc(OC)c3)CC2)cc1	3.0	1	-1	1	2.1	106	0.0	-4	3	3
COc1ccc(NC(=O)C2CCN(S(C)(=O)=O)CC2)cc1	-0.9	3	-5	0	0.2	103	-0.1	2	0	2
CC(c1nnc(SCC(=O)N(C)C2CCS(=O)(=O)C2)n1-c1ccccc1)N(C)C (stereo not drawn)	-0.5	3	-1	1	-2.3	100	0.2	3	5	-4
Cc1nn(Cc2ccccc2Cl)c(C)c1NC(=O)Cn1nc([N+](=O)[O-])c(Cl)c1C	0.3	19	0	1	-0.3	95	-0.2	3	15	6
COc1ccc(CCNC(=O)C(C)c2ccc([N+](=O)[O-])cc2)cc1 (stereo not drawn)	-2.0	-8	-4	0	-0.5	97	-0.1	-1	-3	5
O=C1NC(=Nc2cccc(O)c2)S/C1=C\c1cccc([N+](=O)[O-])c1	0.3	2	8	2	-0.1	103	-0.1	2	4	4
O=C(NCCc1cccc(F)c1)C1CCC(=O)N(CCCc2ccccc2)C1 (stereo not drawn)	0.1	4	20	1	-0.6	98	-0.2	11	-3	6
Cc1noc(C)c1NC(=O)Nc1cccc2c1O[C@H](CN(C)C(=O)Nc1ccc(C(F)(F)F)cc1)[C@@H](C)CN([C@H](C)CO)C2=O	2.6	6	0	1	1.1	97	-0.2	2	-1	1
CN(C)C(=O)CSc1nnc(-c2ccc(S(=O)(=O)N3CCCC3)cc2)n1C	-0.2	-6	-8	0	0.7	104	-0.1	3	2	2
COc1ccc(-c2[nH]ncc2CN(C)C(C)c2cccs2)c(F)c1 (stereo not drawn)	-0.2	5	0	-1	0.4	102	0.4	-3	-8	0
CCc1nc2c(OCC(=O)C(C)(C)C)cccn2c1N(C)C(=O)c1ccco1	3.7	15	15	1	-0.7	97	0.3	6	5	0
Cc1noc(C(=O)Nc2c(C)nn(Cc3ccccc3)c2C)c1Cl	-0.9	0	0	-1	-0.8	95	-0.1	0	2	-3

The closing 7 records of the section before come first, to join the parts.
SMILES	hiPSC survival	MC4R antag cAMP	Granule exo inh	N-glyco inh	MC4R ag barr	ABCB6 inh 2	aDG glyco up	m5-HT2A agonist	Cardio protect	ABHD5 PLIN5 PPI
O=C1NC(=Nc2cccc(O)c2)S/C1=C\c1cccc([N+](=O)[O-])c1	0.3	2	8	2	-0.1	103	-0.1	2	4	4
O=C(NCCc1cccc(F)c1)C1CCC(=O)N(CCCc2ccccc2)C1 (stereo not drawn)	0.1	4	20	1	-0.6	98	-0.2	11	-3	6
Cc1noc(C)c1NC(=O)Nc1cccc2c1O[C@H](CN(C)C(=O)Nc1ccc(C(F)(F)F)cc1)[C@@H](C)CN([C@H](C)CO)C2=O	2.6	6	0	1	1.1	97	-0.2	2	-1	1
CN(C)C(=O)CSc1nnc(-c2ccc(S(=O)(=O)N3CCCC3)cc2)n1C	-0.2	-6	-8	0	0.7	104	-0.1	3	2	2
COc1ccc(-c2[nH]ncc2CN(C)C(C)c2cccs2)c(F)c1 (stereo not drawn)	-0.2	5	0	-1	0.4	102	0.4	-3	-8	0
CCc1nc2c(OCC(=O)C(C)(C)C)cccn2c1N(C)C(=O)c1ccco1	3.7	15	15	1	-0.7	97	0.3	6	5	0
Cc1noc(C(=O)Nc2c(C)nn(Cc3ccccc3)c2C)c1Cl	-0.9	0	0	-1	-0.8	95	-0.1	0	2	-3
Cc1nn(CC2CC2)c(=O)n1-c1ccccc1	0.8	9	11	0	-3.1	100	-0.5	-4	4	-1
CC(=O)Nc1ccc(NC(=O)C(C)OC(=O)C2(c3ccc(Cl)cc3)CCCC2)cc1 (stereo not drawn)	-0.2	-4	2	-1	-1.5	99	0.2	-3	-4	-5
Cc1nnc(SCC(=O)Nc2ccc(C(N)=O)cc2)n1-c1ccccc1	-0.6	-4	-7	1	1.0	100	-0.1	4	-1	1
C=CCN1CC(C(=O)N2CCC(Cc3ccc(Cl)cc3)(C(=O)OCC)CC2)CC1=O (stereo not drawn)	-0.6	15	-2	2	0.1	99	0.1	5	3	6
CCn1ncc(Br)c1C(=O)Nc1nccs1	-3.2	-2	9	4	0.6	102	-0.1	4	5	-2
CCOC(=O)N1CCC2CC1c1cc(Cl)ccc12 (stereo not drawn)	0.8	1	1	1	-1.6	100	0.0	-4	4	-4
O=C(Nc1nccs1)c1cc(-c2ccccc2)nc2ccccc12	-0.6	-1	0	3	-0.2	99	-0.2	3	29	4
CCCCCc1ccc(OCCC[n+]2ccccc2)c(CCCCC)c1	-0.1	18	0	21	15*	105	0.0	-8	-15	13
CCCNC(=O)Cn1c(=O)oc2ccccc21	5.9	16	0	1	-1.8	102	0.3	-5	3	-3
O=C(O)c1c2c(nc3ccccc13)/C(=C/c1ccc(OC(F)F)cc1)CCC2	0.4	19	-8	0	-1.9	95	-0.1	10	0	6
Cc1ccc(CN2C(=O)C(CC(C)C)Nc3ncnc(N4CCOCC4)c32)cc1 (stereo not drawn)	-2.5&-1.2	2	-6&2	-1&1	-1.3	103&103	-0.2&0.1	-2&-2	-1&9	5&-6
Nc1ccccc1C(O)(Cc1ccccc1)c1ccccc1 (stereo not drawn)	1.7	3	29	-3	3.5	96	-0.1	-1	-3	-9
CCOC1=C2[C@H](c3ccc(CC)cc3)N(S(=O)(=O)c3ccc(C)cc3)C[C@H]2n2c(=O)n(-c3ccccc3)c(=O)n2C1	0.0	nt	-1	5	nt	97	-0.1	-3	-3	-1
COCCNC(=O)C1(C)CCCN(C(=O)c2ccc(C)c(F)c2)C1 (stereo not drawn)	0.2	0	3	0	1.4	90	0.1	-2	7	5
CC(C)C(CO)NC(=O)CC(=O)NC(CO)C(C)C (stereo not drawn)	0.3	30*	-1	1	1.3	99	-0.2	3	2	-4
CN(C)CC(CCC(CN(C)C)C(=O)c1ccccc1)C(=O)c1ccccc1 (stereo not drawn)	4.5	-21	32	-23	-1.2	100	-0.4	-8	-18	41*
CC(=O)c1ccc(NC(=O)COC(=O)c2ccccc2Nc2ccccc2)cc1	1.0	4	-3	-1	10*	99	0.5	-7	-2	1
O=C(Nc1cc(C(F)(F)F)ccc1F)C1Cc2c(-c3ccccc3Oc3ccccc3)ccnc2O1 (stereo not drawn)	-2.2	13	12	-6	2.2	93	1.5	-4	-22	9
Cc1cc(C)nc(NS(=O)(=O)c2ccc(NC(=O)CSc3ncn[nH]3)cc2)n1	0.9	5	0	1	-1.2	100	-0.3	1	11	2
CN(CC(=O)Nc1ccccc1Br)C(=O)c1cc(Cl)nc2ccccc12	3.6	1	1	-1	-0.4	86	-0.2	2	6	-4
O=C(CN1CCCCC1)N1CCCc2c1c(=O)oc1ccc(OCc3ccccc3)cc21	0.4	5	3	-7	-2.5	93	0.5	-5	-3	1
Cc1cccc(NC(=O)CCNC(=O)c2ccc(Br)cc2)c1C	0.1	0	0	2	-0.3	92	0.0	-2	2	5
O=C(NCc1ccccc1)C1CCCN(c2nc3ccsc3c(=O)s2)C1 (stereo not drawn)	-0.5	1	11	-1	8.4*	95	0.0	8	-2	-3
O=C(CSc1n[nH]c(=O)n1C1CC1)NCc1ccccc1Cl	-1.9	8	-4	0	-1.6	102	0.1	8	10	3
CSCCC(NS(=O)(=O)c1ccc(C)c(C(=O)O)c1)C(=O)O (stereo not drawn)	0.0	6	2	2	-1.6	100	-0.2	0	1	-4
Cc1cc(C2=NNC(=NC3CC3)SC2)c(C)n1Cc1ccco1	-1.6	-3	-8	-9	-0.9	100	-0.3	0	-17	-7
CCn1c(COc2cccc(C)c2)nnc1SCC(=O)CC(=O)Nc1ccccc1OC	2.1	3	-4	-2	0.9	93	0.0	2	1	-6
CCOC(=O)C1CCCN(Cc2cn(C)nc2-c2ccc3c(c2)OCCO3)C1 (stereo not drawn)	0.6	5	-1	4	-2.8	100	-0.1	-4	8	2
O=C(COc1cccc2c1CCN(Cc1ccc(Br)cc1)C2=O)N1CCOCC1	0.2	1	-1	-3	-0.2	92	0.0	0	0	-2
CO/N=C/c1ccc(N2CCN(C(=O)c3cccc(Cl)c3)CC2)c([N+](=O)[O-])c1	2.1	18	1	-1	0.4	100	1.3	-3	-5	-6
NC(=O)Oc1cccc(OC(N)=O)c1	0.1	4	6	-2	-3.1	99	0.0	-5	-2	1
CCn1c(Cc2ccccc2)nnc1SCC(=O)Nc1nc2ccccc2s1	-2.3	3	37	3	1.7	91	-0.1	7	-2	0
O=C1CSc2ccc(C(=O)NCCC3=CCCCC3)cc2N1	-0.9	13	0	-1	-1.9	98	0.3	-3	-6	-2
Cc1ccc(SCCC(=O)NC(C)C)cc1	0.8	11	2	-1	-2.1	96	0.0	1	-3	-2
COc1cccc(CN2CC(C(=O)N(C)CCCC3CCCC3)CCC2=O)c1 (stereo not drawn)	-0.1	1	-3	2	-2.1	91	0.0	-1	-6	-1
NC(=S)c1ccc[n+]([O-])c1	2.5	-3	-16	-2	-0.2	100	0.1	5	8	-8

Limited to Granule exo inh (2 entries from above):
canonical_smiles	Granule exo inh
Cc1ccc(SCCC(=O)NC(C)C)cc1	2
COc1cccc(CN2CC(C(=O)N(C)CCCC3CCCC3)CCC2=O)c1 (stereo not drawn)	-3

Screening data as filed in PubChem BioAssay.
